Compound activity as filed in PubChem BioAssay.
ALDH1A1 inh = blocks purified human ALDH1A1 activity; P00352; Purified ALDH1A1, NADH fluorescence, propionaldehyde substrate; Potency, µM (titrated, usually from 75.3 µM), for the others: at the top dose activity, negative = inhibition, actives largely listed as inhibitors; actives 7.3% (n = 220,000); active means well fitted inhibition curve with a large enough effect, not every such curve was filed as active; inconclusive means small, poorly fitted or top-dose-only effect, or another doubt; inactive means no such curve, though single readings can be large or run the other way;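 further: plate controls were no enzyme wells and a reference inhibitor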
Tau ThT inhib = blocks human tau fibril formation measured by thioflavin T | AID 1460 | actives 2.1% (n = 270,000) | recombinant tau K18 P301L (four-repeat tau fragment), heparin-induced fibrillization, ThT fluorescence | Potency, µM (titrated, usually from 57.4 µM), without a hit: at the highest dose activity, negative = inhibition, usual class: inhibitors; further: nearly all actives have a fitted effect of over 55% in size
Target sequence (P10636 561-689 P618L limits assumed): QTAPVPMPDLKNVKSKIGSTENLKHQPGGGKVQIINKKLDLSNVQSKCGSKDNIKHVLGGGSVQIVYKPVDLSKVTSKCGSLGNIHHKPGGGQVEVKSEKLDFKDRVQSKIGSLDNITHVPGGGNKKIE
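In this qHTS, human K18 P301L tau is incubated with compound and heparin for 6 hr at 37 C, and Thioflavin T fluorescence then reports fibril load.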
RECQ1 helicase = inhibitors of human RECQ1 DNA helicase | P46063 | RECQ1 DNA unwinding, red fluorescence kinetic read | Potency, µM (titrated, usually from 57.3 µM), for the others: top-dose activity, negative = inhibition, actives largely listed as inhibitors | actives 0.54% (n = 240,000);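 further: plate controls were vehicle for no effect and no enzyme for full effect; nearly all actives have a fitted effect of over 30% in size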
Target sequence (P46063 whole entry, looked up): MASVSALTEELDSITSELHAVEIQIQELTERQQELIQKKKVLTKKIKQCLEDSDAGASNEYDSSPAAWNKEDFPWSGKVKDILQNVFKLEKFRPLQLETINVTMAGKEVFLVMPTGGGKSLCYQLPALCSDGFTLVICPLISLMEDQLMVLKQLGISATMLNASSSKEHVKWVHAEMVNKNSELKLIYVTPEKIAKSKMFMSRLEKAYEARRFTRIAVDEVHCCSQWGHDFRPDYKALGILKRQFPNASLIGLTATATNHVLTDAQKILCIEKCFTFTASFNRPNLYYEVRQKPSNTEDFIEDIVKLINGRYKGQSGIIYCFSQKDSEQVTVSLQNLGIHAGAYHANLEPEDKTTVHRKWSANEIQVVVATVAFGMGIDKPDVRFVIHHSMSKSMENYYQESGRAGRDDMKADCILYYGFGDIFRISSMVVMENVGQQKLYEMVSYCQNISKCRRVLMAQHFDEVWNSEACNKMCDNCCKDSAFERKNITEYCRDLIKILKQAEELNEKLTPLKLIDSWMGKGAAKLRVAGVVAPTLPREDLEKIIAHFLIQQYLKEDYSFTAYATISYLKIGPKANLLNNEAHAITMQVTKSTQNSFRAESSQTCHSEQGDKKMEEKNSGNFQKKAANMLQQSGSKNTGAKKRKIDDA
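50 nM RECQ1T1 preincubated 15 min with compound in Tris pH 8.0 buffer with MgCl2, DTT, Tween-20 and 2.5 ug/ml poly(dI-dC); started with 200 nM TAMRA/BHQ-2 forked duplex and 2 mM ATP. Unwinding read as fluorescence (525/598 nm), two reads 2 h apart.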
* marks the source's active call; other numbers are inactive results; i = inactive; ? = inconclusive; & = joins results of further samples; [ ] = remark or other dose. Unless noted, the call rests on the fitted dose curve; in most records, active means well fitted inhibition curve with a large enough effect; inconclusive means small, poorly fitted or top-dose-only effect; inactive means flat fitted curve, though single readings scatter. Unless noted, on the % scale 0 is the no-effect control and ±100 the full control effect; potency means the concentration at half of the fitted maximal effect. A portion of the library (hit frequency here may not be typical).

ALDH1A1 inh	Tau ThT inhib	RECQ1 helicase	mol
-5.0%[13.5 µM]	11.3%[11.5 µM]	2.7%[11.5 µM]	COC(=O)NC(c1cccs1)C(C(C)=O)C(=O)OC (stereo not drawn)
10.8%[13.5 µM]	-18.2%[11.5 µM]	16.8%[11.5 µM]	CC1Cc2c(COc3ccccc3)nc3c(c2CO1)CN(CCOc1ccccc1)CC3 (stereo not drawn)
3.55µM*	-32.3%[11.5 µM]	i[11.5 µM]	CCCCC#CC1C=CC(OC(C)=O)C(COC(C)=O)O1 (stereo not drawn)
10.8%[13.5 µM]	-19.0%[11.5 µM]	17.9%[11.5 µM]	COC(=O)C1=C(C)N(Cc2ccccc2)[C@]23O[C@](C(=O)OC)(C(=O)N2C1c1ccccc1)C(C(=O)OC)=C3C(=O)OC (stereo partly drawn)
-6.7%&-4.6%[13.5 µM]	-20.8%&-15.2%[11.5 µM]	-7.3%[11.5 µM]	COc1ccc(OC2C=CC(C#Cc3ccc(F)cc3F)OC2CO)cc1 (stereo not drawn)
4.7%[13.5 µM]	-11.3%[11.5 µM]	0.1%[11.5 µM]	C#CCCCO/N=C1/C[C@@H](O)[C@@H](O)[C@@H]2[C@H]3C(=O)N(c4ccc(F)cc4F)C(=O)[C@@H]3CC[C@@H]12
6.9%[13.5 µM]	-7.6%[11.5 µM]	-0.4%[11.5 µM]	CCOC(=O)N/N=C1/C[C@@H](O)[C@@H](O)[C@@H]2[C@@H]3C(=O)N([C@@H](C)c4ccccc4)C(=O)[C@H]3CC[C@H]12
12.8%[13.5 µM]	-2.1%[11.5 µM]	-2.4%[11.5 µM]	C=Cc1ccc([C@H]2N[C@@H](C(=O)O)CC[C@@H]2C)cc1
8.2%[13.5 µM]	-11.0%[11.5 µM]	15.8%[11.5 µM]	CO[C@H]1COC(=O)C/C=C\[C@@H](C)COC(=O)[C@H]2CCCN2C(=O)C/C=C\[C@H]1C
-11.7%[13.5 µM]	-3.8%[11.5 µM]	i[11.5 µM]	O=C1C=C[C@@H](O)[C@H]2[C@@H]3C(=O)N(c4cccc(Oc5ccccc5)c4)C(=O)[C@@H]3CC[C@H]12
?	4.5%[11.5 µM]	-11.5%[11.5 µM]	CO/N=C\[C@@H](NS(=O)(=O)c1ccc(C)cc1)[C@H](C)/C=C\CC(=O)OC
2.2%[13.5 µM]	-9.0%[11.5 µM]	i[11.5 µM]	COc1ccc(COC(=O)N/N=C2/C[C@@H](O)[C@@H](O)[C@@H]3[C@@H]4C(=O)N(C(C)(C)C)C(=O)[C@H]4CC[C@H]23)cc1
-13.9%[13.5 µM]	-18.9%[11.5 µM]	i[11.5 µM]	C/C(CCN1CCc2nc(-c3ccccc3)c(-c3ccccc3)cc2C1)=N\O[C@@H](C)CN1CCCc2nc(C)c(C)cc21
-5.4%[13.5 µM]	?	0.2%[11.5 µM]	C[C@@H](c1ccccc1)N1C(=O)[C@@H]2[C@H]3C(=CC[C@H]2C1=O)C(=O)[C@H]1O[C@H]1[C@H]3O
10.6%[13.5 µM]	-14.9%[11.5 µM]	i[11.5 µM]	O=C1CCC[C@@H](C2=CCCCC2=O)C1
-11.0%[13.5 µM]	-8.1%[11.5 µM]	i[11.5 µM]	C/C(CCN1CCc2nc(-c3ccccc3)c(-c3ccccc3)cc2C1)=N\O[C@@H](C)CN1CCCCc2nc(C)c(C)cc21
-1.6%[13.5 µM]	-3.5%[11.5 µM]	i[11.5 µM]	CO[C@@H]1COC(=O)C/C=C\[C@H](C)[C@H](OC)COC(=O)[C@H](C)NC(=O)C/C=C\[C@H]1C
8.3%[13.5 µM]	-2.7%[11.5 µM]	i[11.5 µM]	CC(C)[C@@H](OCc1ccccc1)[C@H](C)/C=N\O[C@@H](C)c1cn([C@@H]2COC[C@@H]2O)nn1
1.1%[13.5 µM]	-6.0%[11.5 µM]	i[11.5 µM]	C=CC1=C[C@@H](O)C2OC2C12OCCCO2 (stereo partly drawn)
3.16µM*	-12.4%[11.5 µM]	2.51µM*	CC1CCC2C(=O)N3C(CCC(C)C3c3ccc(-c4ccco4)cc3)C(=O)N2C1c1ccc(-c2ccco2)cc1 (stereo not drawn)
3.1%[13.5 µM]	-7.7%[11.5 µM]	12.9%[11.5 µM]	CCOC(=O)OCC1OC(CCc2ccccc2)CCC1Oc1ccc(OC)cc1 (stereo not drawn)
14.1%[13.5 µM]	-12.9%[11.5 µM]	15.8%[11.5 µM]	CCN1C(=O)[C@H]2[C@H]3[C@H](O)[C@H](O)C/C(=N/OC[C@@H](O)[C@H]4O[C@H]5OC(C)(C)O[C@H]5[C@@H]4O)[C@@H]3CC[C@@H]2C1=O
5.6%[13.5 µM]	-6.4%[11.5 µM]	-2.5%[11.5 µM]	OCC1OC(C#Cc2ccccc2)C=CC1OCc1ccccc1 (stereo not drawn)
-8.7%[13.5 µM]	-9.1%[11.5 µM]	i[11.5 µM]	O=C1[C@H]2[C@H]3[C@H](O)[C@H](O)C/C(=N/OCc4ccccc4)[C@H]3CC[C@@H]2C(=O)N1Cc1ccccc1
2.7%[13.5 µM]	-14.8%[11.5 µM]	2.9%[11.5 µM]	CC(=O)OCC1OC(c2ccc(C(C)=O)cc2)C=CC1OC(C)=O (stereo not drawn)
-1.7%&10.9%&4.5%[13.5 µM]	?	12.8%&-6.8%&4.0%[11.5 µM]	OCC1OC(C#Cc2ccccc2)C=CC1O (stereo not drawn)
10.0%[13.5 µM]	-6.4%[11.5 µM]	i[11.5 µM]	COc1cccc(C2NC(C(=O)O)CCC2C)c1 (stereo not drawn)
?	?	i[11.5 µM]	Cc1cc2c(c(=O)o1)[C@@H](O)[C@H]1O[C@@H]1C2=O
-8.7%[13.5 µM]	?	7.3%[11.5 µM]	C=C(C)C(O)/C=C/c1cccc(OC)c1 (stereo not drawn)
?	-13.6%[11.5 µM]	i[11.5 µM]	CC(=O)c1ccc(C2C=CC(O)C(CO)O2)cc1 (stereo not drawn)

3 entries from above, field by field.
CCCCC#CC1C=CC(OC(C)=O)C(COC(C)=O)O1 (stereo not drawn)
  ALDH1A1 inh: 3.55µM*
  Tau ThT inhib: -32.3%[11.5 µM]
  RECQ1 helicase: i[11.5 µM]
COC(=O)C1=C(C)N(Cc2ccccc2)[C@]23O[C@](C(=O)OC)(C(=O)N2C1c1ccccc1)C(C(=O)OC)=C3C(=O)OC (stereo partly drawn)
  ALDH1A1 inh: 10.8%[13.5 µM]
  Tau ThT inhib: -19.0%[11.5 µM]
  RECQ1 helicase: 17.9%[11.5 µM]
COc1ccc(OC2C=CC(C#Cc3ccc(F)cc3F)OC2CO)cc1 (stereo not drawn)
  ALDH1A1 inh: -6.7%&-4.6%[13.5 µM]
  Tau ThT inhib: -20.8%&-15.2%[11.5 µM]
  RECQ1 helicase: -7.3%[11.5 µM]

Additional entries.
ALDH1A1 inh	Tau ThT inhib	RECQ1 helicase	mol
11.9%[13.5 µM]	5.3%[11.5 µM]	i[11.5 µM]	C#CCCCO/N=C1/C[C@@H](O)[C@@H](O)[C@@H]2[C@@H]3C(=O)N(Cc4ccccc4)C(=O)[C@H]3CC[C@H]12
-6.1%[13.5 µM]	-1.3%[11.5 µM]	i[11.5 µM]	CCN1C(=O)[C@H]2[C@H]3[C@H](O)[C@H](O)C/C(=N/O[C@@H](C)CN4CCCc5nc(C)c(C)cc54)[C@@H]3CC[C@@H]2C1=O
?	?	-7.7%[11.5 µM]	COc1ccc(OC2C=CC(C#Cc3ccc(Br)cc3)OC2CO)c(C(C)(C)C)c1 (stereo not drawn)
-9.3%[13.5 µM]	-9.3%[11.5 µM]	-4.4%[11.5 µM]	COC(=O)[C@H](C)NC(=O)C/C=C\[C@@H](C)[C@H]1C=C[C@H](O)[C@@H](CO)O1
?	?	-5.1%[11.5 µM]	COc1ccc(-c2ccc3c(n2)CCCN3C[C@H](O)CN2CCCc3nc(C)c(C)cc32)cc1
-0.8%[13.5 µM]	-3.3%[11.5 µM]	14.8%[11.5 µM]	COC(=O)NC(c1ccccc1)C(C#N)C(=O)OC (stereo not drawn)
14.1%[13.5 µM]	-7.7%[11.5 µM]	i[11.5 µM]	COC(=O)NC(c1ccco1)[C@@]1(C(=O)OC)CCCC1=O (stereo partly drawn)
-12.9%[13.5 µM]	-2.5%[11.5 µM]	?	C[C@@H]1CC[C@@H]2C(=O)N3[C@@H](CC[C@@H](C)[C@@H]3c3ccc(-c4ccco4)cc3)C(=O)N2[C@H]1c1ccc(-c2ccco2)cc1
1.9%[13.5 µM]	-1.5%[11.5 µM]	-0.7%[11.5 µM]	CC(C)CO/N=C1/C[C@@H](O)[C@@H](O)[C@@H]2[C@@H]3C(=O)N([C@@H](C)c4ccccc4)C(=O)[C@H]3CC[C@H]12
-4.2%[13.5 µM]	?	-6.2%[11.5 µM]	CC1(O)C(=O)C=C2C=C(CCCCOCc3ccccc3)OC=C2C1=O (stereo not drawn)
6.1%[13.5 µM]	-9.3%[11.5 µM]	15.5%[11.5 µM]	COC(=O)[C@H](CCSC)NC(=O)C/C=C\[C@@H](C)CO
1.2%[13.5 µM]	-4.8%[11.5 µM]	-0.7%[11.5 µM]	CC(=O)OC[C@@H]1O[C@@H](O/N=C2/C[C@@H](O)[C@@H](O)[C@@H]3[C@@H]4C(=O)N(Cc5ccccc5)C(=O)[C@H]4CC[C@@H]23)[C@H](OC(C)=O)[C@H](OC(C)=O)[C@@H]1OC(C)=O
7.8%[13.5 µM]	-2.4%[11.5 µM]	i[11.5 µM]	CC(C)CO/N=C1/C[C@@H](O)[C@@H](O)[C@@H]2[C@@H]3C(=O)N([C@@H](C)c4ccccc4)C(=O)[C@H]3CC[C@@H]12
-12.6%[13.5 µM]	3.98µM*	10.3%[11.5 µM]	COC(=O)C1=NOC2(C=C(Br)C(OC)=C(Br)C2=O)C1 (stereo not drawn)
8.3%[13.5 µM]	-7.0%[11.5 µM]	14.1%[11.5 µM]	C/C(CCC(=O)OC[C@@H]1O[C@H](C#Cc2ccccc2)C=C[C@@H]1Oc1ccc(C)cc1)=N/O[C@@H](C)CN1CCCCc2nc(C)c(C)cc21
4.5%[13.5 µM]	-8.7%[11.5 µM]	12.6%[11.5 µM]	O=C1C[C@@H](O)[C@@H](O)[C@@H]2[C@H]3C(=O)N(c4ccc(F)cc4F)C(=O)[C@@H]3CC[C@@H]12
2.0%[13.5 µM]	-2.9%[11.5 µM]	13.4%[11.5 µM]	CC(C)CO/N=C1/C[C@@H](O)[C@@H](O)[C@@H]2[C@@H]3C(=O)N(C[C@@H]4CCCO4)C(=O)[C@H]3CC[C@H]12
1.2%[13.5 µM]	-7.7%[11.5 µM]	i[11.5 µM]	CO/N=C(/C)CCC(=O)OC[C@@H]1O[C@H](C#Cc2ccccc2)C=C[C@@H]1Oc1ccc(C)cc1
9.4%[13.5 µM]	-4.2%[11.5 µM]	2.3%[11.5 µM]	CC(C)CN1CCc2nc(-c3ccccc3)c3c(c2CC1)COC(C)C3 (stereo not drawn)
6.3%[13.5 µM]	-7.7%[11.5 µM]	i[11.5 µM]	CC(=O)OCC1OC(c2cc(C)cc(C)c2)C=CC1OC(C)=O (stereo not drawn)
?	3.3%[11.5 µM]	-2.8%[11.5 µM]	C=CC[C@@H]1C=C[C@H](O/N=C(\C)CCN2CCCc3nc(C)c(C)cc32)[C@H](CO)O1
-3.7%[13.5 µM]	-8.8%[11.5 µM]	-6.6%[11.5 µM]	CC(C)=CCC/C(C)=C/CO/N=C1/C[C@@H](O)[C@@H](O)[C@@H]2[C@@H]3C(=O)N(C(C)(C)C)C(=O)[C@H]3CC[C@H]12
-1.2%&2.7%[13.5 µM]	-3.9%&0.3%[11.5 µM]	-11.3%[11.5 µM]	O=C1C[C@@H](O)[C@@H](O)[C@H]2[C@@H]3C(=O)N(Cc4ccccc4)C(=O)[C@@H]3CC[C@H]12
-3.8%[13.5 µM]	-4.6%[11.5 µM]	-2.5%[11.5 µM]	CC(C)=CCC/C(C)=C/CO/N=C1/C[C@@H](O)[C@@H](O)[C@@H]2[C@@H]3C(=O)N(C[C@@H]4CCCO4)C(=O)[C@H]3CC[C@H]12
-1.8%[13.5 µM]	-3.1%[11.5 µM]	-5.6%[11.5 µM]	COc1cccc(C2C(C)CCC3C(=O)N(C)C(C(C)C)C(=O)N32)c1 (stereo not drawn)
7.9%[13.5 µM]	-4.7%[11.5 µM]	i[11.5 µM]	O=C1CCC=C1[C@@H](O)CCc1ccccc1
-14.9%[13.5 µM]	-15.7%[11.5 µM]	i[11.5 µM]	CC(=O)OCC1OC(C#Cc2ccccc2Cl)C=CC1OC(C)=O (stereo not drawn)
13.8%[13.5 µM]	2.8%[11.5 µM]	i[11.5 µM]	COc1ccc(OC[C@@H](CO)OC)cc1
-20.7%[13.5 µM]	-8.1%[11.5 µM]	-7.0%[11.5 µM]	COc1ccc(/C=C/N(CCc2ccc(OC)c(OC)c2)C(=O)C(F)(F)F)cc1
1.9%[13.5 µM]	?	-0.8%[11.5 µM]	CO[C@H]1COC(=O)C/C=C\[C@H](C)[C@@H](OC)COC(=O)C/C=C\[C@@H]1C
